Screens as filed in PubChem.
3T3 cytotox – kills NIH 3T3 cells | NIH 3T3 viability, CellTiter-Glo ATP luminescence, 48-72 h | Potency, µM (titrated, usually from 96.7 µM), inactives show at the highest dose activity change, negative = cytotoxicity, hits mostly inhibitors | 94,000 tested, 4.3% active | AID 1345082; further: potency means the concentration at half of the fitted maximal effect; nearly all actives have a fitted effect of over 55% in size
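First NIH 3T3 cells are plated at 400 cells/well; next compound is pinned in; then plates incubate 48 or 72 hr at 37 °C; finally CellTiter-Glo is added and luminescence read after 10 min.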
SNCA expr inh – inhibitors of alpha-synuclein (SNCA) gene expression. HEK-293 SNCA-luciferase knock-in, luminescence, 24 h. Potency, µM (titrated, usually from 57.2 µM), for the others: top-dose activity change, negative = inhibition, hits mostly inhibitors. 140,000 tested, 0.17% active;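 further: potency means the concentration at half of the fitted maximal effect; plate controls were DMSO cells for no effect and cell-free wells for full effect; nearly all actives have a fitted effect of over 45% in size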
IP6K1 inh – inhibitors of human IP6K1. Q92551. IP6K1 kinase, ADP-Glo luminescence, 2 h; active compounds read low. activity change, % (series mostly up to about 58 µM). 140,000 tested, 0.81% active. AID 1645851; in the data active means activity change below about -25%
Target sequence (Q92551 whole entry, looked up): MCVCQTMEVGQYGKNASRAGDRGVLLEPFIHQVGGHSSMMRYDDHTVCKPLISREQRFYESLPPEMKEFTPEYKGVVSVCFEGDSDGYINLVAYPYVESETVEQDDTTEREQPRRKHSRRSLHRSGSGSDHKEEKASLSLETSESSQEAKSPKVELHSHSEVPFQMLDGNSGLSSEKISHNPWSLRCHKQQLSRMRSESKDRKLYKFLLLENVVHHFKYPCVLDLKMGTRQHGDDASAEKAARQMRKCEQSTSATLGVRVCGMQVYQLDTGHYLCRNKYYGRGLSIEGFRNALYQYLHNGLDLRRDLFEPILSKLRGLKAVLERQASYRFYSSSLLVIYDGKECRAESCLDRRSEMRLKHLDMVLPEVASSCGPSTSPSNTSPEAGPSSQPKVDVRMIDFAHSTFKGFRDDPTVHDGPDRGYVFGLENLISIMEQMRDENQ
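ADP-Glo luminescence measures ADP made by human IP6K1 during a 2 h RT reaction with ATP/IP6 (mix at 1.3 mM/130 uM); top library doses 57.5 and 19.1 uM final.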
FLuc inh – inhibitors of firefly (Photinus pyralis) luciferase; P08659; purified P. pyralis luciferase, luminescence, biochemical; Potency, µM (doses to about 115 µM), without a hit: at the top dose activity change, negative = inhibition, most hits filed as inhibitors; AID 1347043; 76,000 tested, 2.5% active; further: potency means the concentration at half of the fitted maximal effect; nearly all actives have a fitted effect of over 65% in size
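Biochemical qHTS: compound (6-point titration) added to 10uM D-luciferin plus 10uM ATP in Tris acetate pH 7.5 buffer with Mg, Tween-20 and BSA, then purified enzyme at 10nM; light output imaged.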
HEK293 viab – counter-screen for SNCA expression inhibitors: cell viability; HEK-293-SNCA-luc viability, GF-AFC fluorescence, 24 h; Potency, µM (titrated, usually from 57.1 µM), for the others: at the top dose activity change, negative = cytotoxicity, hits mostly cytotoxic; 150,000 tested, 0.12% active; AID 1671193;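 further: potency means the concentration at half of the fitted maximal effect; 0% = DMSO-treated cells and -100% = medium-only wells without cells; nearly all actives have a fitted effect of over 30% in size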
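Cytotoxicity counterscreen: after 24 h compound treatment of genome-edited SNCA-luciferase HEK-293 cells, live-cell protease substrate GF-AFC read by fluorescence after 30 min; activity scaled between DMSO (0%) and medium-only (-100%), curves Hill-fitted.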
HEK293 tox – cytotoxic compounds in HEK 293 cells. HEK 293 viability, ATP luminescence (CellTiter-Glo), 48-72 h. Potency, µM (top dose mostly 115 µM), without a hit: at the highest dose activity change, negative = cytotoxicity, hits mostly inhibitors. AID 1345083. 94,000 tested, 6.6% active; further: potency means the concentration at half of the fitted maximal effect; nearly all actives have a fitted effect of over 60% in size
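Luminescence from cellular ATP, measured with CellTiter-Glo, indicates HEK 293 viability. Cells plated at 250 cells/well are treated with compound for 48 or 72 hr at 37 degree Celsius before reagent addition.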
GPT2 inh – GPT2 alanine aminotransferase inhibition; Recombinant GPT2, coupled pyruvate oxidase/HRP Amplex Red fluorescence; Potency, µM (doses to about 57.7 µM), inactives show at the top dose activity change, negative = inhibition, most hits filed as inhibitors; AID 1671188; 100,000 tested, 0.25% active; further: potency means the concentration at half of the fitted maximal effect; nearly all actives have a fitted effect of over 60% in size; many of its hits are not listed in these tables
Target sequence (Q8TD30 whole entry, looked up): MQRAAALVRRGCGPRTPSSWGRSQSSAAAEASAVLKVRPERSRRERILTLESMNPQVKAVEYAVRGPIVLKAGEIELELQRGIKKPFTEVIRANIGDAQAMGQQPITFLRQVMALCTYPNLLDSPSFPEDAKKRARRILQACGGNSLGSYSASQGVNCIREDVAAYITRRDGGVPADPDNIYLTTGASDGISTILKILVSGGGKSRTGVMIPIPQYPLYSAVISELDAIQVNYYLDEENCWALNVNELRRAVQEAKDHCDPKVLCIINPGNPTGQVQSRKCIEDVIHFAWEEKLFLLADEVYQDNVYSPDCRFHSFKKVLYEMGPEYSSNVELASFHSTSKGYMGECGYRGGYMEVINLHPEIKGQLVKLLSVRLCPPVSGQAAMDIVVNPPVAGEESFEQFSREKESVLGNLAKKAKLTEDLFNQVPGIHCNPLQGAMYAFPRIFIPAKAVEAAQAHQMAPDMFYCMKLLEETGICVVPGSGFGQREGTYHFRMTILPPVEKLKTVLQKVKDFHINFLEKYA
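Fluorescence of coupled pyruvate oxidase/HRP/Amplex Red system (50uM Amplex, 30 min, dark) reports pyruvate formed by GPT2. Enzyme reaction: 10ng/uL GPT2, 2mM L-alanine, 250uM a-KG, 30 min room temperature, pH 7.5; 50uM AOA control.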
An asterisk follows results filed as active; [ ] = dose if it differs, or a comment. Unless noted, the call rests on the fitted dose curve; in most records, active means well fitted curve in the direction sought with a large enough effect; inconclusive means small, poorly fitted or top-dose-only effect, or another doubt; inactive means no such curve, though single readings can be large; an effect the other way counts as inactive or inconclusive. Unless noted, on the % scale 0 is the no-effect control and ±100 the full control effect. Only part of the results is shown; rates above refer to the full screens.

`Cn1cc(CN2C[C@H](C(=O)Nc3ccccn3)C[C@@H]2c2cccc(C(F)(F)F)c2)cn1` gave 3T3 cytotox inconclusive, SNCA expr inh 0%[87.6 µM], IP6K1 inh 5, FLuc inh -7%[172 µM], HEK293 viab -14%[87.6 µM], HEK293 tox inconclusive and GPT2 inh -5%[88.5 µM].
Screening O=C(c1ccc2cc[nH]c2c1)N1CCC(Cc2nncn2CC2CC2)C1 (configuration not stated) returned 3T3 cytotox -15%, SNCA expr inh 5%, IP6K1 inh -6, FLuc inh -5%, HEK293 viab 3%, HEK293 tox -1% and GPT2 inh inactive.
`Cc1ccccc1C(OCCN(C)C)c1ccccc1` (configuration not stated) gave SNCA expr inh 9%, IP6K1 inh 22, HEK293 viab 13% and GPT2 inh inconclusive.
COc1ccccc1-c1cc(NCCc2ccccn2)c2onc(C)c2n1 was read as 3T3 cytotox inconclusive, SNCA expr inh 20%[87.6 µM], IP6K1 inh 2, FLuc inh 8%[172 µM], HEK293 viab -9%[87.6 µM], HEK293 tox inconclusive and GPT2 inh 1%[88.5 µM].
CCCS(=O)(=O)N1CC(Oc2ccccc2-c2noc(C)n2)C1 was read as 3T3 cytotox -17%, SNCA expr inh -24%, IP6K1 inh -13, FLuc inh -6%, HEK293 viab 2%, HEK293 tox -14% and GPT2 inh inactive.
For CC(=O)Nc1ccc(NC(=O)CN2C(=O)CC(c3ccco3)Sc3ccccc32)cc1 (configuration not stated) the results were SNCA expr inh 10%, IP6K1 inh -3 and HEK293 viab 13%.
`CCOC(=O)c1c(S(=O)(=O)N2CCCC(C(=O)Nc3ncccc3C)C2)c(C)n(C)c1C` (configuration not stated) gave SNCA expr inh -13%, IP6K1 inh 10 and HEK293 viab 12%.
`Cc1ccc2[nH]c(=O)c3cc(C(=O)N4CCN(c5ccccc5F)CC4)sc3c2c1` gave SNCA expr inh 3%, IP6K1 inh -1 and HEK293 viab 6%.
`COc1cccc(CNC(=O)N2CCC(c3cc(-c4cccc(OC)c4)n[nH]3)CC2)c1` gave 3T3 cytotox inconclusive, SNCA expr inh -8%, IP6K1 inh -16, FLuc inh -15%, HEK293 viab -1%, HEK293 tox inconclusive and GPT2 inh inactive.
Screening O=C(CN1CCCc2nc(C3CC3)ncc2C1=O)NCCCN1CCc2ccccc2C1 returned 3T3 cytotox 2%, SNCA expr inh 18%, IP6K1 inh 3, FLuc inh 12%, HEK293 viab 2%, HEK293 tox inactive and GPT2 inh 4%.
For Cc1cc(N2CCC3(CC2)CC(c2ccccc2)C(=O)N3C)ncn1 (configuration not stated) the results were 3T3 cytotox 79µM*, SNCA expr inh 17%, IP6K1 inh 10, FLuc inh -2%, HEK293 viab 7%, HEK293 tox -27% and GPT2 inh 0%.
`O=C(O)c1cc(Br)cc(S(=O)(=O)N2CCOCC2)c1` gave 3T3 cytotox inactive, SNCA expr inh -20%, IP6K1 inh 2, FLuc inh 6%, HEK293 viab 7%, HEK293 tox inactive and GPT2 inh -8%.
`CS(=O)(=O)N1CCOc2ccc(CCC(=O)NC3CCS(=O)(=O)C3)cc2C1` (configuration not stated) gave 3T3 cytotox -5%, SNCA expr inh 10%, IP6K1 inh -3, FLuc inh -7%, HEK293 viab 8%[12.5 µM], HEK293 tox -6% and GPT2 inh inactive.
CC[C@H]1CN(C(=O)c2ccccc2)CC[C@H]1CC(=O)N1CCC(C(N)=O)CC1 was read as 3T3 cytotox -14%[174 µM], SNCA expr inh 0%[87.6 µM], IP6K1 inh 17, FLuc inh 2%[172 µM], HEK293 viab -2%[87.6 µM], HEK293 tox -16%[172 µM] and GPT2 inh -29%[88.5 µM].
Screening COc1cccc(CN2CCOC3CCN(Cc4cccc(F)c4)CC3C2=O)c1 (configuration not stated) returned 3T3 cytotox -21%[138 µM], SNCA expr inh 3%[87.6 µM], IP6K1 inh -14, FLuc inh 12%[172 µM], HEK293 viab -4%[87.6 µM], HEK293 tox inconclusive and GPT2 inh 0%[88.5 µM].

Compounds from the list above that have an aryl methoxy group, in the order listed:
COc1ccccc1-c1cc(NCCc2ccccn2)c2onc(C)c2n1 was read as 3T3 cytotox inconclusive, SNCA expr inh 20%[87.6 µM], IP6K1 inh 2, FLuc inh 8%[172 µM], HEK293 viab -9%[87.6 µM], HEK293 tox inconclusive and GPT2 inh 1%[88.5 µM].
`COc1cccc(CNC(=O)N2CCC(c3cc(-c4cccc(OC)c4)n[nH]3)CC2)c1` gave 3T3 cytotox inconclusive, SNCA expr inh -8%, IP6K1 inh -16, FLuc inh -15%, HEK293 viab -1%, HEK293 tox inconclusive and GPT2 inh inactive.
Screening COc1cccc(CN2CCOC3CCN(Cc4cccc(F)c4)CC3C2=O)c1 (configuration not stated) returned 3T3 cytotox -21%[138 µM], SNCA expr inh 3%[87.6 µM], IP6K1 inh -14, FLuc inh 12%[172 µM], HEK293 viab -4%[87.6 µM], HEK293 tox inconclusive and GPT2 inh 0%[88.5 µM].

(more compounds)
For COc1ccc(-c2cc(C(=O)N3C[C@@H](Oc4ccccc4)C[C@H]3C(=O)NC3CC3)[nH]n2)cc1 the results were 3T3 cytotox -5%, SNCA expr inh 12%, IP6K1 inh -1, FLuc inh -12%, HEK293 viab -2%, HEK293 tox inactive and GPT2 inh inactive.
For COc1ccc(-c2noc([C@@H](C)NCc3ccc(C#N)cc3)c2C(=O)O)cc1 the results were 3T3 cytotox -5%[174 µM], SNCA expr inh -11%[87.6 µM], IP6K1 inh 5, FLuc inh 1%[172 µM], HEK293 viab -1%[87.6 µM], HEK293 tox -3%[172 µM] and GPT2 inh 2%[88.5 µM].
Screening COc1ccc(-c2nc3ccccc3s2)cc1NC(=O)c1cccc(F)c1 returned SNCA expr inh 76%[activator], IP6K1 inh -10 and HEK293 viab 5%.
For Nc1nonc1C(=O)NCCNCc1ccc(Cl)c(Cl)c1 the results were SNCA expr inh 29%, IP6K1 inh -4 and HEK293 viab -8%.
Screening O=C(NCCNC(=O)c1ccc(-c2cccc(C(F)(F)F)c2)cc1)Nc1ccccc1 returned 3T3 cytotox -14%, IP6K1 inh -5 and HEK293 tox inconclusive.
Screening COc1ccc(-c2ccc(CCC(=O)O)n2-c2cc(Cl)ccc2O)cc1 returned SNCA expr inh 162%[activator], IP6K1 inh -7 and HEK293 viab -19%.
For Cn1nc(-c2ccncc2)cc1NC(=O)c1cccc(Br)c1 the results were 3T3 cytotox inconclusive, SNCA expr inh -25%, IP6K1 inh -20, HEK293 viab -8%, HEK293 tox inconclusive and GPT2 inh inactive.
COc1cc(OC)cc(C(=O)Nc2ccc3c(c2)CN(Cc2ccccc2)C(=O)C(C)O3)c1 (configuration not stated) was read as 3T3 cytotox inconclusive, SNCA expr inh -8%, IP6K1 inh 15, FLuc inh -4%, HEK293 viab -9%, HEK293 tox inconclusive and GPT2 inh -19%.
For COCc1nncn1C1CCN(C(=O)c2ccc(F)c(Cl)c2)CC1 the results were 3T3 cytotox -11%, SNCA expr inh inconclusive, IP6K1 inh 0, FLuc inh 6%, HEK293 viab inconclusive, HEK293 tox 0% and GPT2 inh inactive.
For O=C(NCCc1csc2nc(-c3ccc(F)cc3)nn12)c1cccc(C(F)(F)F)c1 the results were SNCA expr inh -3%, IP6K1 inh 14 and HEK293 viab inconclusive.
Cc1ccc(-c2cccc(CN3CCCC(NC(=O)c4ccc(Cl)nc4)C3)c2)cc1Cl (configuration not stated) was read as 3T3 cytotox -23%, SNCA expr inh -9%, IP6K1 inh -7, HEK293 viab -27%, HEK293 tox -4% and GPT2 inh -2%.
For CCc1cc(=O)n(CC(=O)Nc2ccc(OC)c(OC)c2)c(-c2cccc(F)c2)n1 the results were 3T3 cytotox -15%, SNCA expr inh -18%, IP6K1 inh -7, FLuc inh 9%, HEK293 viab -12%, HEK293 tox inconclusive and GPT2 inh inactive.
`Cc1cccc(Cc2c(C)nc3nc(SCc4ccccc4F)nn3c2C)c1` gave SNCA expr inh -11%, IP6K1 inh 46 and HEK293 viab -1%.
For CCN(CC)Cc1cnc2c(C(=O)NC3(C(N)=O)CCCC3)cnn2c1 the results were 3T3 cytotox -5%, SNCA expr inh -10%, IP6K1 inh 6, FLuc inh 2%, HEK293 viab -1%, HEK293 tox inactive and GPT2 inh -23%.
Screening Cc1ccc(C2Cn3nnc(-c4nc(-c5cccc(Cl)c5)no4)c3CO2)c(C)c1 (configuration not stated) returned 3T3 cytotox -1%, SNCA expr inh -10%, IP6K1 inh 0, FLuc inh 1%, HEK293 viab -4%, HEK293 tox 13% and GPT2 inh inactive.
Screening O=C(NC1CN(c2ccnc3ccnn23)C1)c1cc(F)ccc1Br returned 3T3 cytotox -20%, SNCA expr inh -21%, IP6K1 inh 4, HEK293 viab 0%, HEK293 tox -5% and GPT2 inh 2%.
`COc1cc(C(CC(=O)Nc2ccc(C)c(F)c2)N2Cc3ccccc3C2=O)cc(OC)c1OC` (configuration not stated) gave SNCA expr inh 63%[activator], IP6K1 inh -9 and HEK293 viab 10%.
For COc1ccc(CN2Cc3cc(NC(=O)Cc4ccc(F)cc4)ccc3OCC2=O)c(OC)c1 the results were 3T3 cytotox inconclusive, SNCA expr inh 10%, IP6K1 inh -6, FLuc inh -6%, HEK293 viab -14%, HEK293 tox inconclusive and GPT2 inh 2%.
`CCS(=O)(=O)N1CCc2cc(C(=O)NCCc3ccccc3)ccc21` gave SNCA expr inh 48%[activator], IP6K1 inh 28 and HEK293 viab 9%.
Cc1ccc(NC(=O)N2CCC(N3CC4CC(C3)[C@H]3CCCC(=O)N3C4)CC2)cc1 (some centres not stated) was read as 3T3 cytotox inactive, SNCA expr inh 2%, IP6K1 inh -1, FLuc inh -8%, HEK293 viab -6%, HEK293 tox 3% and GPT2 inh inactive.
For COCC(=O)N[C@H]1C[C@@H](Cc2cc(-c3ccc(OC)cc3)on2)C1(C)C the results were 3T3 cytotox 56µM*, SNCA expr inh 6%[87.6 µM], IP6K1 inh -13, FLuc inh inconclusive, HEK293 viab -10%[87.6 µM], HEK293 tox 35µM* and GPT2 inh inconclusive.
Screening COc1ccc(NC(=O)CN2CCN(Cc3ccc(F)cc3)S2(=O)=O)cc1Cl returned SNCA expr inh -4%, IP6K1 inh -12 and HEK293 viab -7%.
Screening CCOc1ccc2nc(N3CCCC(C(=O)Nc4ccc(CC)cc4)C3)sc2c1 (configuration not stated) returned SNCA expr inh 140%[activator], IP6K1 inh -6 and HEK293 viab 5%.
Screening Cn1cc(C(=O)N2CCCCCCNC(=O)[C@@H]3C[C@@H](c4nc(Cc5ccccc5)no4)C[C@@H]32)cn1 returned 3T3 cytotox -28%, SNCA expr inh 5%, IP6K1 inh 7, FLuc inh -1%, HEK293 viab -8%, HEK293 tox inconclusive and GPT2 inh inactive.
CCOc1cc2[nH]c(=O)n(CCCC(=O)N3CCN(c4cccc(Cl)c4)CC3)c(=O)c2cc1OCC was read as SNCA expr inh 4%, IP6K1 inh 14 and HEK293 viab 11%.
